Assay outcomes from PubChem BioAssay.
cytoskel mod – alters cytoskeleton assembly in HUVEC cells | HUVEC TNFa F-actin phalloidin imaging, high content | AID 836 | 91,000 compounds, 0.18% hits | inhibition, % at 2 µM;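 active means inhibition above the batch mean plus 3 SD and confirmed as a hit by visual image inspection, cut at about 30% in these data, passing the limit was not always enough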; further: strong numbers were not always called active
TNFa cytotox – HUVEC cytotoxicity counter-screen, TNF alpha stimulated. HUVEC TNFalpha-stimulated, Hoechst cell count, imaging. cell count reduction, % at 2 µM. 93,000 compounds, 0.17% hits. AID 848;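 active means cell count reduction exceeding the screen mean by over 5 SD, scaled to untreated wells per plate, cut at about 78% in these data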;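 further: cells counted after 24 h of TNF alpha exposure following the 1 h pretreatment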
hDAT+cocaine – human DAT dopamine uptake with cocaine, either direction | Q01959 | 110,000 compounds, 1.3% hits | LLC-PK1 hDAT cells, [14C]-dopamine uptake with cocaine IC80; actives deviate in either direction | B-score at 10 µM | AID 449768;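 active means Z score or B-score, a plate-position-corrected score, falls beyond the plate's 99.7% confidence bounds, in either direction; inactive means both scores lie inside the 99.7% bounds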;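 further: scored against the spread of the other compound wells on the same plate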
Target sequence (Q01959 whole entry, looked up): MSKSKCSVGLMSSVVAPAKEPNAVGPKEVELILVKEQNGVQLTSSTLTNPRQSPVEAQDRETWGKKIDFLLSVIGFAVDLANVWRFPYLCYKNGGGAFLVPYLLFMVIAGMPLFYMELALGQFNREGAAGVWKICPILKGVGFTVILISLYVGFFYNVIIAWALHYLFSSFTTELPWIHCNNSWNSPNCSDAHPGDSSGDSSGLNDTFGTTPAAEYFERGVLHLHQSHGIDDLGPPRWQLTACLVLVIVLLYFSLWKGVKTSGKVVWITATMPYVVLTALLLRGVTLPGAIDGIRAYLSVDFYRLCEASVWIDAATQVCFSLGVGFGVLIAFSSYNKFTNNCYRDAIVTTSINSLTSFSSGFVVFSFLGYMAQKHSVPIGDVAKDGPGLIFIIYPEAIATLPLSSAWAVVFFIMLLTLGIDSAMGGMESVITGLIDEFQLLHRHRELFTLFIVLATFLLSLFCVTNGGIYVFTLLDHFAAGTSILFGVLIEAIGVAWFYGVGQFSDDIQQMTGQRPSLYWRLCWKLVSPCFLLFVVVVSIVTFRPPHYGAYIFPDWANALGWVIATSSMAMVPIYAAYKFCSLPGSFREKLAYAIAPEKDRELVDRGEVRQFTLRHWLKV
HUVEC tox IL1B – HUVEC cytotoxicity counter-screen, IL-1B stimulated | HUVEC cell count loss, Hoechst imaging | cell count reduction, % at 2 µM | 94,000 compounds, 0.41% hits | AID 845;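 active means cell count reduction more than 3 SD above the screen-wide mean, cut at about 70% in these data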;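 further: normalized per plate to untreated control cells as the no-loss baseline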
Smad3 inh – Smad3 (human) transcription factor binding inhibition | inhibition, % at 25 µM | 88,000 compounds, 0.29% hits | TR-FRET Smad3/Dy647-FoxH1 peptide binding, europium anti-His | P84022 | AID 630;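 active means compounds that reduce the energy-transfer binding signal between the protein and its labelled peptide by more than half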;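 further: 0% = Smad3 plus labelled peptide maximal FRET and 100% = peptide-only background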
Target sequence (P84022 whole entry, looked up): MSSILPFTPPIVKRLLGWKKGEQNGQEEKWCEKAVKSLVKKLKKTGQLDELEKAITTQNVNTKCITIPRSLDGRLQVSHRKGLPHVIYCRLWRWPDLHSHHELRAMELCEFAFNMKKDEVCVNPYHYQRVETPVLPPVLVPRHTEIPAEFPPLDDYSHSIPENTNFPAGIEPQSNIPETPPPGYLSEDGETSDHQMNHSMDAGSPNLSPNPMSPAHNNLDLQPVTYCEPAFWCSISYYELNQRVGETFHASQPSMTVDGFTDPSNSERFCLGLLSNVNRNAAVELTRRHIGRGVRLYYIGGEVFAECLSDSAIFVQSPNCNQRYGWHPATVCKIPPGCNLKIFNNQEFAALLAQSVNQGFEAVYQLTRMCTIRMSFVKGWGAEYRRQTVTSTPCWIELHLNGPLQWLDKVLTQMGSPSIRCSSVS
Calb biofilm kill – kills Candida albicans biofilms; C. albicans biofilm + clotrimazole, Alamar Blue; inhibition, % at 6 µM; 85,000 compounds, 0.14% hits; AID 834;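 active means inhibition above 20%; inactive means inhibition below 20%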;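 further: preformed 24 hr biofilms exposed to compound for 48 hr; 0% = biofilm without compound and 100% = blank killed by clotrimazole plus chlorhexidine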
MT1-MMP txn act – activates MT1-MMP transcription; HT1080 MT1-MMP promoter luciferase reporter, luminescence, overnight; active compounds read high; activation factor at 10 µM; 86,000 compounds, 0.16% hits;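 active means activation factor of at least 2 for MT1-MMP transcription at 10 µM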
PTPN22 inh 2 – inhibitors of human LYP (PTPN22) phosphatase. 96,000 compounds, 0.21% hits. inhibition, % at 2 µM. AID 640. recombinant LYP catalytic domain, DiFMUP fluorescence;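 active means inhibition at 2 µM at or above a set limit, the screen mean plus 3 SD, cut at about 24% in these data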;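 further: 0% = DMSO with enzyme and 100% = enzyme fully blocked by orthovanadate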
VCAM1 TNFa inh – reduces TNF alpha induced VCAM1 expression in HUVEC. HUVEC TNFa-induced VCAM-1 immunofluorescence, high-content imaging. inhibition, % at 2 µM. 95,000 compounds, 0.48% hits. AID 802;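 active means inhibition above the batch mean plus 3 SD, with images confirmed as a hit by eye, cut at about 37% in these data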;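 further: 0% = TNF-stimulated DMSO wells and 100% = unstimulated control wells; not every result past the cut was called active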
Active calls of the source: *; / = not tested or not shown; [ ] = remark or other dose. Only part of the results is shown. The share of hits here may be higher or lower than overall.

SMILES	cytoskel mod	TNFa cytotox	hDAT+cocaine	HUVEC tox IL1B	Smad3 inh	Calb biofilm kill	MT1-MMP txn act	PTPN22 inh 2	VCAM1 TNFa inh
Cn1c(=O)cc(OCCCC(=O)N2CCN(Cc3ccc4c(c3)OCO4)CC2)c2ccccc21	/	-15	-0.011	-10	-9	-4	1.1	-3	13
CC(C)C(CCNC(=O)CC(Cc1ccccc1)c1ccco1)c1ccco1 (stereo unspecified)	-6	-2	-2.2	0	-13	-4	1.1	24*	-7
Cc1cc2n(n1)SC(Nc1cccc3ccccc13)N2 (stereo unspecified)	-5	-29	1.6	-27	20	10	1.5	4	16
Clc1ccc(OCCn2ccnc2)c2ccccc12	15	-30	-1	-19	-14	-5	1	-3	12
CCCOc1c(OC)cccc1C1CC(=O)Nc2cc3c(cc21)OCCO3 (stereo unspecified)	-5	-33	0.38	-14	4	1	0.9	-12	7
Cc1ccc(NC(=O)CSc2nnc(-c3ccco3)c(-c3ccco3)n2)cc1	-2	-16	-0.28	-2	10	6	0.8	-18	26
CC(C)NC(=O)c1cc2cc(Br)ccc2oc1=O	21	-31	-0.94	-4	-7[fluorescence artefact?]	8	1.2	-6	14
COC(=O)COc1ccc(S(=O)(=O)N2CCOCC2)cc1C	-25	4	-0.31	3	7	13	1.4	3	-2
Cn1c(=O)n(CCOc2ccccc2Cl)c2ccccc21	42	-3	0.012	9	-5	-1	1.7	-4	9
CCn1c(=O)cc(SCC(=O)Nc2ccc3c(c2)OCCO3)c2ccccc21	5	-20	0.11	-54	3	-5	1	0	17
Cc1cccc(C)c1NC(=O)CSc1nnc(Cc2ccccc2)o1	-16	-2	0.64	22	2	1	1.1	2	-4
C=CCNS(=O)(=O)c1sccc1/C=N/O	-24	-30	-0.28	-4	0	7	1.2	1	3
Cc1ccc(C)c(NC(=O)c2cnn3ccccc23)c1	-11	-10	0.62	-5	/	/	/	1	0
C=CCNC(=O)c1ccccc1NS(=O)(=O)c1ccc(SC)cc1	-5	/	-0.94	-13	1	1	1	-6	-13
CCc1ccc2[nH]c(=O)c(CN(CCN(CC)CC)C(=O)Nc3ccccc3OC)cc2c1	8	-24	0.25	-34	-2	2	1.1	-3	12
CCOC(=O)c1nc(Nc2ccc(C(=O)OC)cc2)c2ccccc2n1	11	-3	/	12	/	/	/	2	9
Cc1nc2cc(NC(=O)CSc3nc4c(C)cccc4cc3C#N)ccc2s1	-7	-3	-0.17	-9	/	/	/	-2	9
COC(=O)c1ccc(CSc2nnc(CNC(=O)c3cccs3)o2)o1	-12	-16	0	17	4	11	/	2	-9
Cn1c(Cn2c(=O)sc3ccccc32)nnc1SCc1cccnc1	5	-15	0.67	-2	2	8	1.2	2	-3
CCOCc1nnc(NS(C)(=O)=O)s1	-15	-10	0.23	-14	10	3	1.2	-12	2
S=c1[nH]nc(C2CCCCC2)n1/N=C/C=C/c1ccccc1	1	-24	/	-75	/	/	/	6	6
CCCC(=O)Nc1nnc(CCN2CCCCC2)s1	-8	1	-0.3	-9	2	4	1.1	-3	8
CCSc1nc(N)c2c3c(sc2n1)CN(C)CC3	/	/	0.74	/	1	6	1.1	/	/
CC(=O)Nc1ccc2ccc3cccc4ccc1c2c34	1	/	0.013	2	6	8	1	-8	-2
COC(=O)c1ccc(-c2cc(C(=O)O)c3cc4c(cc3n2)OCCO4)cc1	-9	-21	-0.48	-30	3	0	1.3	-4	-52
CC(C(=O)Nc1ccccc1-c1ccccc1)N1CCCCC1 (stereo unspecified)	20	-11	-0.63	-14	3	-2	1.2	8	-4
CC1(CC(=O)N/N=C/c2ccc(-c3ccc(C(=O)O)cc3)o2)OCCO1	13	-16	-0.63	/	/	/	/	19	14
O=[N+]([O-])c1ccc(Cl)c(/C=N/N2CCN(Cc3ccccc3)CC2)c1	6	-1	1.5	3	16	3	1.1	9	-1
CON1C(=O)C(=O)N(OC)C2CCCCC21 (stereo unspecified)	19	-12	/	-9	/	/	/	14	7
CCn1c(COc2cccc(C)c2)nnc1SCC(=O)Nc1cccc(C(=O)OC)c1	-2	-40	-1.5	-26	13	6	1.1	0	4
O=C(NCCc1csc(-c2ccc(C(F)(F)F)cc2)n1)c1cccs1	-12	32	2.1*	-2	-4	13	/	-14	1
COc1cccc(NC(=O)COC(=O)c2cc(S(=O)(=O)N3CCOCC3)ccc2C)c1	-9	-16	0.36	8	/	/	/	-12	10
Cc1nn(C)c(Oc2cccc(Cl)c2)c1C(=O)O	30	-6	0.058	-18	/	/	/	2	4
Clc1ccc2[nH]c3c(NCCN4CCOCC4)ncnc3c2c1	/	/	-0.51	/	0	6	1.2	/	/
O=C(CCC1CCCC1)NCc1cccs1	2	-8	0.67	-20	0	2	1.2	6	12
CCOC(=O)N1CCN(C(=O)CN(Cc2ccc(Cl)cc2)S(=O)(=O)c2ccc(C)cc2)CC1	-14	13	1.8	-1	6	-2	1.1	7	-4
CCN(CC)Cc1cc(CCNC(=O)c2ccc(Cl)cc2)ccc1O	3	-11	1.3	-16	13	6	1.2	8	6
O=C(CN1CCSCC1)N/N=C/c1ccccc1F	0	-12	-0.013	-32	-9	5	1.2	-2	3
Cn1c(=O)n(C)c2cc(C(N)=O)ccc21	10	-10	0.18	9	10	1	1	-10	2
O=C(NCc1ccccc1)/C(=N\O)c1ccccc1	-11	-22	1.6	-33	3	6	1.2	-14	-4
O=C(CCN1CCc2ccccc2C1)c1ccc2c(c1)OCCO2	37	-22	-0.99	-29	6	5	1	-10	5
CS(=O)(=O)NCCSCc1c(Cl)cccc1Cl	0	1	-0.073	2	6	0	1	8	24
COc1ccc(OC)c(C(O)c2nc3ccccc3n2C(C)C)c1 (stereo unspecified)	-31	27	1.4	-45	8	2	1.3	-1	27
CN1CCN(c2ccc([N+](=O)[O-])cc2C(=O)N2CCOCC2)CC1	1	-11	0.92	-3	/	/	/	2	24
CN(C)S(=O)(=O)c1cccc(C(=O)OCC(=O)c2ccc3c(c2)NC(=O)CO3)c1	7	-9	0.86	5	/	/	/	-6	2
O=C(CCc1nc(-c2ccccc2F)no1)Nc1ccc(Oc2ccccc2)cc1	-10	1	-0.54	-28	21[fluorescence artefact?]	2	1.1	3	-9
COC(=O)c1ccc(CSc2nnnn2Cc2ccccc2)cc1	2	-3	-0.79	-18	2	4	1.1	-3	27
O=C(Nc1ccc(-c2nc3ccccc3[nH]2)cc1)c1ccc2c(c1)OCO2	-43	10	-0.96	38	/	/	/	5	-16
CNC(=O)COC(=O)c1ccc(-c2nc3ccccc3s2)s1	-1	12	0.01	14	/	/	/	1	2
O=C1CC(c2cccs2)CC2=C1C(c1ccccc1)n1ncnc1N2 (stereo unspecified)	2	-14	0.17	-27	10	-1	1	-1	17
COC(=O)c1ccccc1NC(=O)c1cc(C2CC2)on1	8	-14	0.26	-72	-1	0	1.3	-2	1
COCC(=O)Nc1cccc(C(F)(F)F)c1	-12	-10	-0.0028	-17	7	5	1	-5	0
COc1ccccc1CN(Cc1cc2cc3c(cc2[nH]c1=O)OCCO3)Cc1nnnn1Cc1ccco1	-6	2	0.65	-16	-1	1	1.2	7	-8
Nc1ccc(S(=O)(=O)c2cccc(N)c2)cc1	13	14	-0.086	-41	-12	8	1	-11	18
Cc1nn(CCC(=O)O)c(C)c1C	5	-16	-0.84	-26	-4	3	1.1	-6	7
O=S(=O)(c1ccccc1)N(CC(O)CN1CCCCC1)c1ccccc1 (stereo unspecified)	-4	-9	0.12	0	3	0	1.2	10	3
O=C(CCN1C(=O)c2ccccc2C1=O)N1CCN(c2ccccn2)CC1	/	/	0.92	/	-3	8	1.1	/	/
CC(=O)Nc1cccc(N(C)S(C)(=O)=O)c1	3	-21	-0.72	-67	6	4	1.2	5	4
Cc1nnc(SCC(=O)NCC2CCCCC2)n(N)c1=O	26	-22	-0.098	-2	-8	1	1.1	12	0
COc1ccc(OC)c2c1sc(=NC(=O)C(C)C)n2C	/	/	0.26	/	-2	5	1.1	/	/

Reformatted with values under each structure: 5 of the compounds above.
Results follow in this order: cytoskel mod	TNFa cytotox	hDAT+cocaine	HUVEC tox IL1B	Smad3 inh	Calb biofilm kill	MT1-MMP txn act	PTPN22 inh 2	VCAM1 TNFa inh
- O=C(Nc1ccc(-c2nc3ccccc3[nH]2)cc1)c1ccc2c(c1)OCO2
→ -43	10	-0.96	38	/	/	/	5	-16
- CNC(=O)COC(=O)c1ccc(-c2nc3ccccc3s2)s1
→ -1	12	0.01	14	/	/	/	1	2
- O=C1CC(c2cccs2)CC2=C1C(c1ccccc1)n1ncnc1N2 (stereo unspecified)
→ 2	-14	0.17	-27	10	-1	1	-1	17
- COC(=O)c1ccccc1NC(=O)c1cc(C2CC2)on1
→ 8	-14	0.26	-72	-1	0	1.3	-2	1
- COCC(=O)Nc1cccc(C(F)(F)F)c1
→ -12	-10	-0.0028	-17	7	5	1	-5	0

The list continues:
SMILES	cytoskel mod	TNFa cytotox	hDAT+cocaine	HUVEC tox IL1B	Smad3 inh	Calb biofilm kill	MT1-MMP txn act	PTPN22 inh 2	VCAM1 TNFa inh
Cc1ccc2nc(N/N=C/c3ccccc3C#N)nc(-c3ccccc3)c2c1	18	12	3.1*	-11	/	/	/	7	-14
Cc1sc(NC(=O)c2ccccc2)c(C(=O)N2CCN(C)CC2)c1C	4	2	-0.35	6	-3	-1	1.1	6	-20
CN(C1CCS(=O)(=O)C1)S(=O)(=O)c1cccc2nsnc12 (stereo unspecified)	2	-1	0.097	-26	2	6	1.2	2	-4
CCOC(=O)c1c(NC(=O)OC)sc(C(=O)N(C)C)c1C	-14	32	-0.27	-27	8	-1	1	-4	-5
CCOC(=O)COc1cc(OCC(=O)OCC)c2c(=O)cc(-c3ccccc3)oc2c1	2	-11	0.53	8	/	/	/	-1	-19
COC(=O)c1cc(NC(=O)Cc2ccc(OC)cc2)cc(C(=O)OC)c1	-20	29	0.31	30	2	-5	/	8	10
COc1ccc(-c2cc(C(F)(F)F)nc(SCCC(=O)NCc3ccco3)n2)cc1	-30	-13	0.75	-12	6	5	1	-4	31
O=C(NCC(=O)N(CCN1CCOCC1)C(C(=O)NC1CCCC1)c1cccs1)c1ccco1 (stereo unspecified)	2	-13	0.39	-14	-9	10	1	-10	9
Cc1cc(=O)oc(C)c1C(=O)NCc1cccnc1	3	3	-1.3	-16	14	6	0.9	-10	26
CC(SCc1ccccc1)C(=O)N/N=C/c1ccc2c(c1)OCO2 (stereo unspecified)	-16	-15	-0.39	-19	/	/	/	1	9
Cn1c(CCN2CCCCC2)nc2cc([N+](=O)[O-])ccc21	40	-10	0.68	4	/	/	/	0	12
COCCN(C(=O)CCCC(=O)Nc1ccccn1)C(C(=O)NC1CCCCC1)c1ccc(C)cc1 (stereo unspecified)	5	-8	0.36	8	-4	-4	1.2	2	-3
COc1ccc(N/C=C(/C(C)=O)c2ccccc2)cc1	-3	8	-0.093	-18	/	/	/	3	5
C/C=C/Cn1c(SCc2ccc(Cl)cc2)nc2c1c(=O)[nH]c(=O)n2C	-12	-31	-0.12	-29	8	3	1.1	0	17
C=CCOc1ccc2ccccc2c1/C=N/O	-10	-1	0.2	-6	-1	5	1.2	-1	15
CC(OC(=O)Cn1c(C(F)(F)F)nc2ccccc21)C(N)=O (stereo unspecified)	-12	-23	1.2	8	-10	1	1.1	-2	-3
O=C1C2C3C=CC([C@@H]2C(=O)N1C1CC1)[C@H]1C(=O)N(C2CC2)C(=O)C31 (stereo partly specified)	-1	-3	1.7	3	-5	7	1.1	-4	2
Cc1ccc(NC(=O)CCSc2nnc(C)s2)cc1	-5	-13	-0.29	34	-15	-3	1.3	4	-2
O=C(NCc1ccc2c(c1)OCO2)Oc1ccccc1	/	/	0.15	/	-6	-2	1.2	/	/
